Shiga inhibitor: blocks Shiga toxin action in Vero cells. Vero cells, Shiga toxin protein synthesis inhibition reporter. inhibition, % at 38.7 µM. hit rate 9.2% among 290,000. AID 2315; in the data active means inhibition mostly above about 28%, no sharp cut-off; inactive means mostly below about 43%; further: 0% is about no effect
Cycloheximide cs: affects cycloheximide protein synthesis inhibition readout, counter-screen | cell reporter, cycloheximide protein synthesis inhibition counterscreen | max response, % | hit rate 12% among 300,000 | AID 2314; in the data active means max response mostly above about 13%, no sharp cut-off; inactive means mostly below about 14%; further: read at 38.3 µM for the half of the compounds with a filed dose; 0% is about no effect
LmPK inh: inhibitors of Leishmania mexicana pyruvate kinase; hit rate 0.37% among 290,000; AID 1721; purified LmPK, Kinase-Glo ATP luminescence, 1 h; Potency, µM (doses to about 57.5 µM), for the others: top-dose activity change, negative = inhibition, actives largely listed as inhibitors; further: potency means the concentration at half of the fitted maximal effect; on the % scale 0 is the no-effect control and ±100 the full control effect
Target sequence (Q27686 whole entry, looked up): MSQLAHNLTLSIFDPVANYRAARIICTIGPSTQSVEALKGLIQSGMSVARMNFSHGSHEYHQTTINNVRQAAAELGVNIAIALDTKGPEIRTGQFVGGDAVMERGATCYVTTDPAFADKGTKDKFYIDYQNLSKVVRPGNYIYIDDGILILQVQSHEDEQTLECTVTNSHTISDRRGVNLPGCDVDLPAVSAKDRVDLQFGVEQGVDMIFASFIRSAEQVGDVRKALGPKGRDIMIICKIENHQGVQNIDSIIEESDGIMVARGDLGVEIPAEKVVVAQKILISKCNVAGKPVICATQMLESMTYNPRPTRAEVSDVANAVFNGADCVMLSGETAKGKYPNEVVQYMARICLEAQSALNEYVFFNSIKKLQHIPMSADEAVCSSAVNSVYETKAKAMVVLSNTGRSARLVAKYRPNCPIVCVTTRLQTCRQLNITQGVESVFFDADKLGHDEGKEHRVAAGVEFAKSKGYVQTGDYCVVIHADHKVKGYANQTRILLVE
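Kinase-Glo luminescence read after 1 h RT reaction of 0.1 nM LmPK with 0.5 mM PEP and 0.1 mM ADP. Activity scaled between uninhibited and enzyme-free controls.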
TbPYK inhibitor: inhibitors of Trypanosoma brucei pyruvate kinase | AID 624173 | Potency, µM (titrated, usually from 76.8 µM), without a hit: at the top dose activity, negative = inhibition, actives largely listed as inhibitors | TbPYK enzyme, Kinase-Glo Plus ATP luminescence, 45 min | hit rate 0.12% among 410,000 | Q57TT1; further: potency means the concentration at half of the fitted maximal effect; on the % scale 0 is the no-effect control and ±100 the full control effect; nearly all actives have a fitted effect of over 50% in size
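Quantitative HTS: titrated library compounds versus trypanosomal pyruvate kinase in TEA buffer (pH 7.2) containing KCl, MgCl2, BSA and Tween-20. Reactions were initiated with ADP, 130 uM final. Kinase-Glo Plus luminescence was read after 45 min at RT.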
Pf growth 96h: P. falciparum growth inhibition at 96 hours; P. falciparum luciferase reporter growth, 96 h; Potency, µM (series often up to 28.7 µM), for inactives: top-dose activity change, negative = inhibition, most hits filed as inhibitors; hit rate 6.9% among 320,000; AID 504834; further: potency means the concentration at half of the fitted maximal effect; on the % scale 0 is the no-effect control and ±100 the full control effect
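Compounds incubated with erythrocytes infected by luciferase-expressing P. falciparum (2% hematocrit, 0.05% parasitemia final) for 96 hours, 37 C in 5% CO2. Growth inhibition scored as decreased luciferase luminescence.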
HCV inh: HCV inhibition | hit rate 3.4% among 340,000 | Potency, µM (doses to about 41.8 µM), without a hit: at the top dose activity change, negative = inhibition, actives largely listed as inhibitors | Huh7.5.1 HCVcc-Cre infection, luciferase reporter, 44 h; further: potency means the concentration at half of the fitted maximal effect; on the % scale 0 is the no-effect control and ±100 the full control effect
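Infectious HCV cell culture screen: compound-treated cells (1,000/well, pre-plated 4 h) are infected with HCVcc-Cre at roughly 0.5 moi and grown 44 h. Infection is quantified by luciferase signal after 15 min substrate incubation at room temperature.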
Pf growth 48h: P. falciparum growth inhibition at 48 hours (one generation) | P. falciparum luciferase growth in erythrocytes, 48 h | Potency, µM (titrated, usually from 28.7 µM), inactives show at the highest dose activity change, negative = inhibition, usual class: inhibitors | hit rate 5.9% among 310,000; further: potency means the concentration at half of the fitted maximal effect; on the % scale 0 is the no-effect control and ±100 the full control effect
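Compounds are pin-transferred into medium, infected erythrocytes (2% hematocrit, 0.1% parasitemia final) are added, and plates sit one parasite generation at 37 C in 5% CO2. Detection reagent is then added and luminescence measured.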
The depositor's hits bear a star; ? = inconclusive; nt = no result given; & = joins results of further samples; [ ] = dose if it differs, or a comment. Unless noted, the call rests on the fitted dose curve; in most records, active means well fitted curve in the direction sought with a large enough effect; inconclusive means small, poorly fitted or top-dose-only effect, or another doubt; inactive means no such curve, though single readings can be large; an effect the other way counts as inactive or inconclusive.

smiles | Pf growth 48h | TbPYK inhibitor | Pf growth 96h | LmPK inh | HCV inh | Shiga inhibitor | Cycloheximide cs
Cn1c(=O)[nH]c(=O)c2c1nc(N1CCN(Cc3ccccc3)CC1)n2CCCc1ccccc1 | 5.22µM* | -46.0% | nt | -1.4% | -22.8% | 0.8 | 1.3
O=C(CC(CC(=O)c1ccc(Br)cc1)c1cccnc1)c1ccc(Br)cc1 | 0.0% | -6.1% | -16.6% | 0.5% | -4.7% | -11.7 | -2.8
COc1ccc(C)cc1S(=O)(=O)Nc1ccc(F)c(Cl)c1 | ? | -6.1% | ? | 6.9% | ? | 15.4 | 8.9
Cc1ccc(NC(=O)CN(C)C(=O)c2n[nH]c(=O)c3ccccc23)cc1 | -0.9% | -2.0% | 18.1% | 3.6% | 24.4% | -3.4 | -1.5
COC(=O)C1CCN(Cc2nnc(-c3ccccc3)o2)CC1 | 5.2% | -6.2% | 1.2% | 5.2% | 3.8% | 58.6* | 24.0*
O=C(NCc1cccs1)c1ccc(CS(=O)(=O)c2ccc(Cl)cc2)o1 | nt | 0.2% | 24.6% | 4.3% | 14.7% | -24.2 | -1.7
O=C(CSC1=NCCN1)NC(c1ccccc1)c1ccccc1 | ? | -9.5% | -20.1% | 11.7% | 10µM* | 4.2 | 2.5
CCOc1ncccc1C(=O)Nc1ncc(C)s1 | 50.9%[activator] | 3.6% | 29.8% | -0.8% | ? | 58.8 | 15.0
COCCNc1nnnc2c1sc1nc(N3CCOCC3)c3c(c12)CCCC3 | ? | nt | 10.7% | 0.4% | nt | -3.0 | -3.0
CC(C)CC(NC(N)=O)C(=O)NCCc1ccc(Cl)cc1 (stereo unspecified) | 4.3% | 0.9% | 4.6% | 4.9% | 7.5% | -11.6 | 2.0
Cc1cccc(C(=O)NC(=S)NCc2cccnc2)c1 | 5.7% | 0.6% | 26.8% | 3.0% | 2.8% | -7.9 | 0.8
COc1ccc(S(=O)(=O)N2CCC(C(=O)NCc3ccncc3)CC2)cc1OC | 12.5% | -3.7% | 22.8% | -1.2% | 8.9% | 1.8 | -6.1
O=C(O)CCCCCNC(=O)c1ccccc1 | nt | -1.4% | 3.9% | -1.8% | 0.7% | -10.3 | -4.1
COCc1cc(C)nc2sc(C(=O)Nc3ccccc3F)c(N)c12 | 7.5% | 2.5% | ? | 8.6% | 10µM* | nt | 19.8
CCc1ccc(C(=O)CSc2nc(N)cc(=O)[nH]2)cc1 | 83.1%[activator] | -9.1% | 10.4µM* | 4.3% | -5.5% | -16.9 | 0.9
OC(COCc1ccc2c(c1)OCO2)CN1CCCCC1 (stereo unspecified) | 0.0% | 1.6% | 11.7µM* | 1.5% | 10.4% | -9.0 | -2.4
COc1cc(NC(=O)c2sc3ncn(CC(=O)N4CCCC(C)C4)c(=O)c3c2C)cc(OC)c1OC (stereo unspecified) | -17.3% | -9.5% | ? | -4.7% | -14.2% | 20.4 | -7.1
O=C(CCNC(=O)c1ccc(Br)cc1)Nc1cccc(S(=O)(=O)N2CCCCCC2)c1 | -21.4% | 0.9% | 0.0% | nt | ? | nt | nt
Cc1ccc2nc(-c3ccco3)c(Nc3ccccc3)n2c1 | 16.6% | 5.5% | 0.0% | 0.7% | 22.6%&9.2% | 13.9 | -2.4
CC(C)CN(C(=O)COC(=O)C1CC1)c1c(N)n(Cc2ccccc2)c(=O)[nH]c1=O | 5.1% | -4.2% | 22.0% | nt | 23.6% | nt | nt
N#Cc1ccccc1CN1C(=O)NC2(CCCCCC2)C1=O | -13.4%[0.00184 µM] | 5.4% | 18.9% | -0.2% | 7.8% | -11.0 | 7.8
CN(CCOc1ccc(Cl)cc1)CC(O)c1ccccc1 (stereo unspecified) | 9.28µM* | 19.3% | ? | 0.1% | ? | -11.2 | 4.5
CC(=O)Oc1ccc(/C(C)=N\N2CCN(Cc3ccc(Cl)cc3)CC2)cc1 | 144.3%[activator] | -2.5% | ? | -0.2% | ? | 21.4 | -4.6
CCOC(=O)N1CCN(C(=O)CCl)CC1 | ? | -0.6% | ? | 1.9% | ? | 26.5 | 7.4
Cc1ccc(C(=O)Nc2nc3ccccc3n2CCN2CCCC2)cc1 | ? | -3.0% | nt | -7.0% | -1.9% | 103.6* | 38.2*
CCC(c1nnc(SCC(=O)N2CCOCC2)n1C1CCCCC1)N(C)C (stereo unspecified) | 27.6% | -4.1% | 76.5%[activator] | -5.3% | 25.9% | 16.5 | -0.8
NS(=O)(=O)c1ccc(CCNC(=O)CSc2ccc3ccccc3c2)cc1 | 15.6% | 2.4% | -3.9% | -0.1% | ? | -7.9 | -0.5
CCc1nnc(NC(=O)c2nc(S(=O)(=O)Cc3cccc(C)c3)ncc2Cl)s1 | -3.9% | -10.1%&0.0% | 34.8%[activator] | -1.6% | 11.2µM* | 74.5* | 58.2*
CC(=O)NC1CC2CCCC(C1)N2C(=O)Nc1ccccc1 (stereo unspecified) | 23.8% | 3.1% | 63.6%[activator] | -2.5% | 4.1% | -4.4 | -2.8
COc1cc(OC)cc(C(=O)Nc2ccc(C(=O)c3ccncc3)cc2)c1 | 27.1% | 2.8% | ? | -4.8% | ? | 21.2 | 16.4
CCOC(=O)C1CCN(C(=O)C2CCN(c3nc4ccc(OC)cc4s3)CC2)CC1 | ? | 4.2% | 10.4µM* | -2.2% | ? | 28.8 | -3.6
CCOC(=O)CNC(=O)C(=O)c1c(O)[nH]c2ccccc12 | -8.0% | 5.2% | ? | -0.8% | 12.2% | -11.9 | -5.1
Cc1ccc(S(=O)(=O)c2nc(-c3ccc(F)cc3)oc2SCC(N)=O)cc1 | ? | -15.0% | 9.9% | 0.0% | 5.1% | -4.3 | -0.5
Cc1noc(C)c1C(=O)N1CCCC1 | nt | -4.4% | 28.6% | 3.2% | 6.4% | -16.6 | -6.3
Cc1cc(OCC(=O)NC2CCS(=O)(=O)C2)c2c3c(c(=O)oc2c1)CCC3 (stereo unspecified) | ? | -8.1% | ? | 0.6% | -22.3% | -3.3 | -7.0
Cc1ccc(C(=S)N2CCN(Cc3ccccc3)CC2)cc1 | 20.7% | ? | ? | -0.1% | ? | -4.5 | 3.4
CC(C)C(c1nnnn1Cc1ccc(F)cc1)N1CCN(C2CCCCC2)CC1 (stereo unspecified) | ? | -4.7% | -15.9%[5.75 µM] | -3.1% | -0.7% | -8.3 | -1.8
O=C1c2ccccc2C(=O)N1Cc1nc(-c2ccccc2)no1 | 19.8% | 0.7% | -6.1% | 0.4% | 12.0% | -2.9 | -1.3
Nc1nc(NCCCN2CCOCC2)nc(Nc2ccccc2F)c1[N+](=O)[O-] | ? | 5.4% | ? | 2.0% | -4.4% | -9.7 | -0.5
CC(C)(C)c1cc[n+](-c2[nH]c(=O)sc2/C=N/N=C(\[O-])c2cccnc2)cc1 | 6.1% | -3.0% | 11.6% | -0.5% | 15.3% | -6.5 | 3.9
Cc1cc(C)n(-c2ccc(C(=O)O)cc2)n1 | 22.3% | -7.6% | 1.85µM* | 1.1% | 3.4% | -4.8 | -2.1
Cc1cc(C)n(CC(O)COc2ccccc2C(=O)Nc2ccccc2)n1 (stereo unspecified) | 1.85µM* | -2.5% | ? | 3.9% | 2.2% | -3.4 | -3.5
O=C(NCc1ccco1)c1ccc(NS(=O)(=O)c2cccc([N+](=O)[O-])c2)cc1 | -25.3% | 1.0% | 3.8% | 1.7% | 4.2% | -15.4 | -0.9
O=C(Nc1ccccc1)c1ccc(CSc2ncccn2)cc1 | 263.4%[activator] | -5.6% | 201.2%[activator] | -21.8% | -6.4% | 106.5* | 96.9*
CN(C)c1oc(-c2cccs2)nc1C#N | -5.2% | -5.5% | 126.7%[activator] | 0.6% | ? | 1.0 | 4.3

3 structures out of the list, arranged by formula weight, ascending.
smiles | Pf growth 48h | TbPYK inhibitor | Pf growth 96h | LmPK inh | HCV inh | Shiga inhibitor | Cycloheximide cs
Cc1noc(C)c1C(=O)N1CCCC1 | nt | -4.4% | 28.6% | 3.2% | 6.4% | -16.6 | -6.3
Cc1cc(C)n(CC(O)COc2ccccc2C(=O)Nc2ccccc2)n1 (stereo unspecified) | 1.85µM* | -2.5% | ? | 3.9% | 2.2% | -3.4 | -3.5
Cc1ccc(S(=O)(=O)c2nc(-c3ccc(F)cc3)oc2SCC(N)=O)cc1 | ? | -15.0% | 9.9% | 0.0% | 5.1% | -4.3 | -0.5

Continuation.
smiles | Pf growth 48h | TbPYK inhibitor | Pf growth 96h | LmPK inh | HCV inh | Shiga inhibitor | Cycloheximide cs
COc1ccc(/C=N/NC(=O)c2ccc(COc3ccccc3Cl)o2)cc1 | 0.0% | 0.1% | ? | 3.6% | ? | 21.8 | 14.7
Clc1ccc(CSc2ccc(-c3cccnc3)nn2)cc1 | 18.1% | 1.6% | ? | -4.3% | -19.3% | 32.9 | 27.1*
O=C(c1ccccc1Br)N(Cc1ccccc1)c1ccccc1 | ? | -1.6% | -5.0% | -1.6% | -19.7% | 4.5 | -4.3
Fc1cccc(F)c1CSc1nc2ccccc2[nH]1 | 197.1%[activator] | -4.6% | nt | -11.7% | -21.2% | 110.8* | 36.5*
Cc1onc(-c2ccccc2)c1-c1nnc(CN2CCN(S(=O)(=O)c3ccccc3)CC2)o1 | ? | -5.8% | ? | nt | ? | nt | nt
COc1cc(OC)c(NS(=O)(=O)c2cccc(C(=O)OCC(=O)NCC3CCCO3)c2)cc1Cl (stereo unspecified) | -15.4% | 4.5% | 14.1% | 2.9% | -6.7% | -10.2 | -0.9
CCc1cccc(C)c1NC(=O)C1C2CCC(O2)C1C(=O)O (stereo unspecified) | 3.9% | -3.4% | ? | -10.4% | 19.5% | -4.3 | -3.9
Cc1cc(C(=O)NCc2cccc(Cl)c2)c2ccccc2n1 | 5.9% | -0.7% | 12.5% | 1.0% | -10.6% | -15.9 | -3.1
CCc1nnc(NC(=O)C(NC(=O)c2ccccc2Cl)C(C)C)s1 (stereo unspecified) | 15.0% | 0.3% | 2.8% | -2.7% | -0.9% | 14.8 | 0.7
O=[N+]([O-])c1cccc(/C=N/n2c(C3CCCCC3)n[nH]c2=S)c1 | 3.4% | ? | 16.4% | 6.7% | 9.2% | -2.8 | -3.7
O=C(O)[C@H]1CCCN1S(=O)(=O)c1cccc2cccnc12 | ? | -0.1% | 22.7% | nt | 5.1% | nt | nt
Cc1c(C(=O)NN)sc(=S)n1C | 34.3%[activator] | -1.5% | -5.5% | -1.2% | -3.4% | -11.0 | -1.5
COc1cccc(CN2CCCC(C(=O)N3CCCCC3)C2)c1 (stereo unspecified) | 26.7% | 3.4% | 27.2% | 4.7% | 3.6% | 2.6 | -3.5
CC(=O)N1c2ccc(S(=O)(=O)N3c4ccccc4CC3C)cc2CC1C (stereo unspecified) | ? | 4.8% | 25.3% | 1.1% | -25.4% | -9.2 | 4.8
N#CCCNc1c(Cl)cc(Cl)cc1C(=O)O | 7.1% | -6.9% | 34.0%[activator] | 1.5% | 14.0% | -6.9 | -4.5
